# Screens deposited in PubChem by ICCB-Longwood Screening Facility, Harvard Medical School.
# PV pol inh: poliovirus RdRp elongation inhibitors, primary screen, biochemical, fluorescence polarization, total intensity. poliovirus polymerase elongation; stronger effect = lower value. actives 0.66% (n = 150,000). Genome polyprotein (Poliovirus type 1 (strain Mahoney)), P03300. % elongation, % (compound at 16.7 µg/mL); in the data active means % elongation below about 90%; further: some results filed as inactive read as strong as hits
# Target sequence (P03300 1749-2209 limits assumed): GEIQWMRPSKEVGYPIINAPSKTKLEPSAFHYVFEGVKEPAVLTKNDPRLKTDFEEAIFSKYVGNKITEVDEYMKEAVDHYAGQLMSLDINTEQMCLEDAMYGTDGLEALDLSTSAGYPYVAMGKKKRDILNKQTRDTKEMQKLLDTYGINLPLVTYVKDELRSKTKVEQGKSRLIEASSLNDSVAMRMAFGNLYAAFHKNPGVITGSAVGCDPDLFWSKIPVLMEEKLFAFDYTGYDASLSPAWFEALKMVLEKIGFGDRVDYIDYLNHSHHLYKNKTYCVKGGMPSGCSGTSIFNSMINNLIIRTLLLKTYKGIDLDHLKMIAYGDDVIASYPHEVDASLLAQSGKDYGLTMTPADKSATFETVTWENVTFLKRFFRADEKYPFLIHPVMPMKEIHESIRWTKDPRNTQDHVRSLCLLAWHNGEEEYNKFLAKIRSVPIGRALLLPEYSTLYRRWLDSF
# PV pol inh FP z-score: also measured in PV pol inh; calls as there; z-score; measured here: FP z-score; hits read low
# * hit, by the source's call; & = joins results of further samples.
SMILES,PV pol inh,PV pol inh FP z-score
CC1CCN(C(c2ccncc2)c2ccc3cccnc3c2O)CC1 (stereo not given),137,3.8
CCOC(=O)c1nc(-c2ccc(F)cc2)no1,101,-0.6
Cc1cc(C)cc(NC2=NS(=O)(=O)c3ccccc32)c1,103,0.5
Cc1ccc(-c2cc(C(F)F)nc(NC3CCCCC3)n2)cc1,104,0.8
COC(=O)C1=C(C)NC(C)=C(C(=O)OCCN(C)Cc2ccccc2)C1c1cccc([N+](=O)[O-])c1 (stereo not given),99&100&102&102,-0.7&0.1&0.3&0.5
COC(=O)c1cc2oc3ccccc3c2n1CC(=O)NCCC1=CCCCC1,103,0.2
Cc1n[nH]c(C)c1NC(=O)CSc1nnc(-c2ccoc2C)n1-c1ccccc1,104,0.1
CN1C(=O)/C(=C/C=C2\SCCN2C)SC1=S,81,-2
COc1ccc(OC)c(NC(=O)c2cccn2-c2nnc(N3CCCCC3)s2)c1,108,0.3
O=C1C(c2nc3ccccc3[nH]2)=C(O)c2ccccc21,101,0.1

# A second format for part of the listing above.
mol | PV pol inh | PV pol inh FP z-score
Cc1ccc(-c2cc(C(F)F)nc(NC3CCCCC3)n2)cc1 | 104 | 0.8
COC(=O)C1=C(C)NC(C)=C(C(=O)OCCN(C)Cc2ccccc2)C1c1cccc([N+](=O)[O-])c1 (stereo not given) | 99&100&102&102 | -0.7&0.1&0.3&0.5
COC(=O)c1cc2oc3ccccc3c2n1CC(=O)NCCC1=CCCCC1 | 103 | 0.2

# Shown with each value named: 3 of the compounds above
COC(=O)c1cc2oc3ccccc3c2n1CC(=O)NCCC1=CCCCC1
  PV pol inh: 103
  PV pol inh FP z-score: 0.2

COc1ccc(OC)c(NC(=O)c2cccn2-c2nnc(N3CCCCC3)s2)c1
  PV pol inh: 108
  PV pol inh FP z-score: 0.3

Cc1cc(C)cc(NC2=NS(=O)(=O)c3ccccc32)c1
  PV pol inh: 103
  PV pol inh FP z-score: 0.5

# The list goes on:
SMILES,PV pol inh,PV pol inh FP z-score
Cc1ccc(S(=O)(=O)Nc2cc3c(cc2C)n(C)c(=O)c(=O)n3C)cc1,110,1.2
C=C(C)c1nc2cc(OC)c(OC)cc2c(=O)o1,102,0.2
COc1ccc(-c2nnc(SCC(=O)NCc3ccccc3)nc2-c2ccc(OC)c(OC)c2)cc1OC,101,-0.9
N#Cc1nc(-c2ccccc2)oc1NCCCn1ccnc1,100,-0.6
O=C(CCS(=O)(=O)c1cc2c3c(c1)CCN3C(=O)CC2)NCc1ccc(F)cc1,105,-0.1
COC(=O)c1c(NC(=O)CCCOc2cccc(C)c2)sc2c1C(C(=O)OC)CC2 (stereo not given),81*,-4*
Cc1ccc(OCC(=O)Nc2cc(-c3cccc(C)c3)nn2-c2ccccc2)cc1,108,0.1
O/N=C1\CCc2ccccc2\C1=N/O,101,-0.1
CC(C)(C)c1n[nH]c(C(C)(C)C)c1Cc1c(F)cccc1Cl,102,-0.1
O=C(CCc1c[nH]c2ccccc12)N(Cc1cccnc1)c1ccc2c(c1)OCO2,121,3.4
NC1=NC(=O)C(CC(=O)Nc2cccc(C(=O)Nc3ccc4c(c3)OCCO4)c2)S1 (stereo not given),105,0.3
CCOC(=O)c1cc(-c2ccccc2)n(-c2cccc(C(=O)Nc3cc(OC)cc(OC)c3)c2)c1C,106,0.3
CCC(C(=O)N(C)Cc1ccccc1)n1nc(C)c2sc3ccccc3c2c1=O (stereo not given),111,0.1
O=C(OCCOc1ccccc1)c1ccccc1C(=O)N1CCN(c2ccc(F)cc2)CC1,105,0
CCc1cccc(C)c1NC(=O)c1cc(S(=O)(=O)N2CCC3(CC2)OCCO3)ccc1F,108,-0.1
Cc1cc(C)n2cc(CSC3=NCCS3)nc2n1,105,0.4
CCC(=O)N1CCN(C(=O)CC)C1c1ccccc1,101,-0.1
Cc1ccc(NC(=O)Cn2nnc(C(=O)NCCc3ccccc3)c2N)cc1Cl,107,0.3
CCSc1nnc2c(n1)OC(c1cc(O)ccc1Br)Nc1ccccc1-2 (stereo not given),94,-2
C=CCn1cnc2c(c1=O)c1nc3ccccc3nc1n2-c1cccc(Br)c1,101,-0.5

# Single entries from the list:
# Under PV pol inh, NC1=NC(=O)C(CC(=O)Nc2cccc(C(=O)Nc3ccc4c(c3)OCCO4)c2)S1 (stereo not given) shows 105
# Under PV pol inh FP z-score, CCC(=O)N1CCN(C(=O)CC)C1c1ccccc1 shows -0.1
# Under PV pol inh, CCc1cccc(C)c1NC(=O)c1cc(S(=O)(=O)N2CCC3(CC2)OCCO3)ccc1F shows 108
# Under PV pol inh, CCOC(=O)c1cc(-c2ccccc2)n(-c2cccc(C(=O)Nc3cc(OC)cc(OC)c3)c2)c1C shows 106
# Under PV pol inh, CCSc1nnc2c(n1)OC(c1cc(O)ccc1Br)Nc1ccccc1-2 (stereo not given) shows 94

# Other records.
SMILES,PV pol inh,PV pol inh FP z-score
COC(=O)c1cn(C(C)C(=O)NCc2ccco2)c2ccccc12 (stereo not given),103,0.7
C=CC1CN2CCC1C(C(O)c1ccnc3ccc(OC)cc13)C2 (stereo not given),100,0
CC(Oc1cccc2ccccc12)C(=O)NN (stereo not given),103,0.3
O=C(O)CCC(=O)N1CC(=O)Nc2ccc(Br)cc2C1c1ccccc1 (stereo not given),102,-0.2
O=c1c(-c2ccon2)c(O)c2ccccc2n1-c1ccccc1,105,0.2
Clc1cccc(Nc2ncnc3c2nc2n3CCCCC2)c1,101,-1
COC(=O)CC1=C(C(=O)OC)C2(C(=O)Nc3ccccc32)C(C(=O)OC)=C(N)O1 (stereo not given),103,0.3
CCCCn1nc(C(=O)Nc2ccccc2)c2ccccc2c1=O,104,0.2
O=C(C1CCC(CNS(=O)(=O)c2ccc(Br)s2)CC1)N1CCN(c2ccccc2Cl)CC1 (stereo not given),108,-0.2
O=C(N/N=C/C1=C(Sc2nc3ccccc3o2)CCCC1)C1COc2ccccc2O1 (stereo not given),100,0
CC1CCCCC1NC(=O)COC(=O)c1cc(=O)c2ccccc2o1 (stereo not given),96,-0.7
O=C(Cn1c(=O)n(CCCS(=O)(=O)C2CCCCC2)c(=O)c2ccccc21)Nc1ccccc1F,107,-0.5
CC(N=C1CC(C)(C)CC(=O)/C1=C(O)/C=C/c1ccccc1)C(=O)O (stereo not given),100,-0.3
COc1ccc(/C=C(\C#N)c2nc(-c3ccc(Cl)c(Cl)c3)cs2)cc1OC,104,0.2
Cc1ccc(NC(=O)CSc2nc(-c3cccs3)cc(C(F)(F)F)n2)cc1C,102,-0.4
Cc1nc2ccc(NC(=O)NC(=O)c3ccccc3Cl)cc2o1,99,-0.5
CN1CN2C(=O)N3CN(C)CN4C(=O)N(C1)C2C34 (stereo not given),101,-0.3
CCOc1ccccc1C(=O)Nc1ccc(S(=O)(=O)Nc2onc(C)c2C)cc1,102,-0.2
Cc1ccc(NC(=O)c2cc(-c3cccs3)nc3ccccc23)nc1,101,-0.4
O=C(NC(=O)N(Cc1ccccc1)C1CC2CCC1C2)c1c(Cl)cccc1Cl (stereo not given),106,0.1
O=C(Cc1ccccc1)Nc1nnc2n1CCS2,116,1.8
Cc1ccc(S(=O)(=O)NC(=O)NCC2CCN(C(=O)OC(C)(C)C)CC2)cc1,102,-0.1
CCCN1CC=C2C(C#N)=C(N)C(C#N)(C#N)C(c3ccc(F)cc3F)C2C1 (stereo not given),76,-4.6
CCN1C(=O)c2cccc3c(S(=O)(=O)N4CCC(C)CC4)ccc1c23,106,0.5
CCS(=O)(=O)N1CCNCC1,102,0.2
CC(=O)Oc1ccc2c(=O)c(-c3ccccc3C)c(C)oc2c1C,103,0.3
Cc1ccccc1COc1ccc2oc(-c3ccco3)cc(=O)c2c1,104,0.8
CCOC(=O)C1CCN(C(=O)c2cnn(-c3ccc(F)cc3)c2-n2cccc2)CC1,103,-1.1
Cc1nn(CC(=O)C23CC4CC(CC(C4)C2)C3)c(=O)c(C#N)c1C,100,-0.3
N#Cc1cc(-c2nc(-c3ccccc3)cs2)c(N)nc1SCC(=O)c1ccc[nH]1,106,0.5
C=CCNc1nc(C(=O)OCC(=O)N2CCCC2=O)cs1,103,0
C/C=C/C(=O)Nc1ccc(NC(C)=O)cc1,98,-0.1
COc1cc2c(cc1OC)C(COc1ccccc1OC)N(C(=O)COc1ccc(Cl)cc1)CC2 (stereo not given),108,0.2
Cc1ccc(SCCC(=O)N2CCC(C(N)=O)CC2)cc1,100,-0.4
O=C1C2ON(c3ccccc3)C(c3ccncc3)C2C(=O)N1c1cccc(Br)c1 (stereo not given),99,-0.7
Cc1cc(C(=O)CN2CCN(c3cccc(Cl)c3)CC2)c(C)n1-c1ccc(S(N)(=O)=O)cc1,104,0.2
O=C(Nc1ccc(F)cc1F)c1ccc(-c2ccccc2)s1,102,-0.8
N#Cc1ccccc1OCC(=O)N1CCC(Cc2ccccc2)CC1,100,-0.5
CC(C)CCn1c(COc2ccccc2)nn(CCC#N)c1=S,104,0
COc1ccc(NC(=O)c2sc3nc4c(cc3c2N)CN(Cc2ccccc2)CC4)c(OC)c1,107,0.4

# The closing 3 records of the part above open the next one:
SMILES,PV pol inh,PV pol inh FP z-score
N#Cc1ccccc1OCC(=O)N1CCC(Cc2ccccc2)CC1,100,-0.5
CC(C)CCn1c(COc2ccccc2)nn(CCC#N)c1=S,104,0
COc1ccc(NC(=O)c2sc3nc4c(cc3c2N)CN(Cc2ccccc2)CC4)c(OC)c1,107,0.4
CCOCCc1nn2c(=O)cc(COC(=O)c3ccc(NC(=O)c4ccc(F)cc4)cc3)nc2s1,110,0.8
N#Cc1ccc(OCC(=O)NCCOc2ccccc2F)cc1,104,-0.1
C(=C\CN1CCCCC1)/CN1CCCCC1,101,-0.2
Cc1nc2ccccc2nc1OCC(=O)N1CCN(c2ccccc2)CC1,100,-0.1
CC(SCc1ccc(Br)cc1)C(=O)O (stereo not given),99,-0.5
Cc1cccc(C)c1NC(=O)CSc1nnc(C)n1Cc1ccccc1,102,0.2
COc1ccc(Cn2c(=O)c3ccccc3n3c(-c4cccc(OC)c4OC)nnc23)cc1,110,0.1
CCc1ccc(NCc2nnc(-c3ccccc3)o2)cc1,103,0.2
CN(C)S(=O)(=O)c1ccc(S(=O)(=O)N(CC(=O)Nc2ccccc2)C2CC2)cc1,102,0.2
O=C(Nc1ccccc1)N1CCN(c2nc(-c3ccccc3)ns2)CC1,103,0.3
CNC(=O)NC(=O)C(C)Sc1nc2ccccc2s1 (stereo not given),108,-0.3
Cc1ccc(Cn2c(C)c3cnn(CC(=O)O)c(=O)c3c2C)cc1,110,1
O=C1c2cccc3cccc(c23)C(=O)N1c1ccccc1,105,0.1
CCOC(=O)c1ccc(-c2ccc(/C=C(\C#N)C(=O)NCc3cccs3)o2)cc1,101,0
CC(=O)N(c1ccc(C)c(C)c1)c1nc(CSc2nnnn2C2CCCC2)cs1,102,-0.1
CNC(=O)NC(=O)C(C)Sc1nncn1-c1ccccc1 (stereo not given),101,-0.5
COC(=O)COc1c(C)cc(Br)cc1Br,104,0.1
CCN1CCc2nc3sc(C(=O)Nc4ccccc4OC(F)(F)F)c(N)c3cc2C1,110,1.1
S=c1oc(Cc2ccccc2)nn1CN1CCOCC1,99,-0.5
Cc1ccc(-n2nc(C)c3c(C)cc(=O)n(CC(=O)Nc4ccc(Br)cc4F)c32)cc1,106,0.1
O=c1oc2ccccc2n1Cc1ccc(Cl)cc1,107,0
O=C(Nc1ccc(N2CCN(Cc3ccccc3Cl)CC2)cc1)c1ccco1,98,-0.6
CCN(CC)C(=O)/C=C/c1cccc2ccccc12,99,-0.2
CCCN1CCN(CCNC(=O)Nc2ccc(OC)cc2OC)CC1,109,0.8
Cn1c(=O)n(C/C=C/c2ccccc2)c(=O)c2c1nc1n2CCN1c1ccc(F)cc1,115,1.9
COc1cc2c3cc1Oc1cc(ccc1O)C[C@@H]1c4c(cc(OC)c(O)c4Oc4cccc(c4)C[C@@H]3N(C)CC2)CC[N+]1(C)C,98,-0.2
CN(c1ccc(O)cc1)c1nc(O)c(C2=c3ccccc3=NC2=O)s1,100,-0.3
O=C(OCc1nnc(-c2ccccc2)o1)[C@@H]1CCCN1S(=O)(=O)c1ccc(Cl)cc1,102,-0.2
CCn1c2c(c3cc(OCC(C)C)ccc31)CCCC2=O,104,0.6
c1ccc2c(OCc3nn[nH]n3)cccc2c1,101,-0.2
Cc1cc(N2CCC(NS(=O)(=O)c3ccc(Cl)cc3)CC2)nc(C)n1,104,0.7
COC(=O)C12CC3CC(CC(C(=O)OC)(C1)C3=O)C2=O,103,0.4
CC1CCCC(C)N1Cn1nc2sc3ccccc3n2c1=S (stereo not given),99,-0.5
O=C(NCCc1ccccc1)c1ccc(CS(=O)(=O)Cc2ccccc2Cl)o1,108,-0.7
COc1ccc(C(=O)OCC(=O)N2CCCC2=O)c(OC)c1,104,0.3
Cc1sc2ncnc(OCC(=O)N3CCN(S(=O)(=O)c4ccc(Cl)cc4)CC3)c2c1C,105,0.2
Cc1nc(=O)cc(-c2ccccc2)n1-c1ccccc1,104,1
CCCC(=O)Nc1nnc(SCc2cc(=O)c3cc(C)ccc3[nH]2)s1,107,0.2
COc1ccc(N2C(=O)CSC23C(=O)N(CC(=O)NCCc2ccccc2)c2ccccc23)cc1 (stereo not given),107,0.3
C=Cc1ccc(C=C)cc1,64*,-9.5*
O=c1c2ccccc2nnn1CN1CCCC1c1ccc2c(c1)OCCCO2 (stereo not given),103,0.2
CC1CC2(C)CC(C)C1(COC(=O)Nc1ccccc1)CO2 (stereo not given),102,0
COCCOc1nc2ccccc2nc1C,101,0.4
O=C(OCc1cc2c(cc1Br)OCO2)c1cnccn1,105,0.2
COc1ccc(C(=O)Nc2c(C(=O)c3ccc(F)cc3)oc3ccccc23)cc1,107,0.4
CCOc1ccc(-c2nc(SCC(=O)c3ccccc3)n[nH]2)cc1,103,-0.2
CC[C@@]12CCCN3CC[C@]4(c5cccc(OC)c5N(C(C)=O)[C@@H]4CC1)[C@H]32,106,0.3
Cn1c(=O)c2c(c3ccccc31)OC(=O)CC2c1ccc(C(F)(F)F)cc1 (stereo not given),105,0.2
CN1/C(=C\C(=O)CSCCO)C(C)(C)c2ccccc21,44,-7.4
Cc1cc(C)n(-c2ccc(C(=O)Oc3ccc4c(c3)OCO4)cc2)n1,103,-0.1
CCN1CCCC1CNc1ncnc2sc3c(c12)CCC3 (stereo not given),101,-0.1
Cc1nn(-c2ccccc2)c(Oc2ccc(F)cc2)c1/C=N/n1cnnc1,102,-0.1

# This is a subset; rates above refer to the full screens.
